Screening results from PubChem BioAssay.
Salmonella PhoP GFP: PhoP regulon inhibitors, Salmonella typhi PhoP promoter GFP reporter, confirmatory (AID 1850); Salmonella Typhi PhoP-promoter GFP reporter, fluorescence, 4 h; higher % means a stronger effect; hit rate 0.33% among 310,000; one-dose inhibition, % at 50 µM; IC50 in µM for titrated hits; in the data active = a potency from the dose series; inconclusive = inhibition mostly from about 25% at the one dose, without a potency; inactive = the rest, 99 in 100 with inhibition below about 19%;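 note: 0% = induced wells with vehicle and 100% = uninduced wells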
H37Rv inhibition: M. tuberculosis growth inhibition, HTS (AID 449762). M. tuberculosis H37Rv growth inhibition, 7H9 media; higher % means a stronger effect. inhibition, % at 25 µM; hits with a dose series show IC50 in µM. hit rate 0.59% among 330,000; in the data active = a potency from the dose series; inconclusive = inhibition above about 70% without an active follow-up result;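 note: bacterial growth assessed after seven days of incubation; strong numbers were not always called active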
H1N1 NS1A inhibition: H1N1 influenza NS1A inhibitors, functional cell based assay (AID 504329); inhibition, % at 12.5 µM, or IC50 in µM where a hit was titrated; hit rate 0.3% among 340,000; NS1A functional cell-based assay, percent inhibition; higher % means a stronger effect; in the data active = a potency from the dose series; inconclusive = inhibition above about 27% without an active follow-up result; note: strong numbers were not always called active
M. tuberculosis: growth inhibition of non-replicating M. tuberculosis (AID 488890). Mycobacterium tuberculosis non-replicating, growth inhibition; higher % means a stronger effect. inhibition, % at 25 µM, or IC50 in µM where a hit was titrated. hit rate 0.39% among 320,000; in the data active = a potency from the dose series; inconclusive = inhibition mostly from about 82% at the one dose, without a potency; inactive = the rest, 99 in 100 with inhibition below about 76%;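 note: plate controls were DMSO cells for no effect and high antibiotic wells for full effect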
VEEV TC-83 Vero: inhibitors of VEEV TC-83 cytopathic effect, confirmation, Vero cells (AID 588727); Vero cells, VEEV TC-83 cytopathic effect inhibition; higher % means a stronger effect; inhibition, % at 20 µM, or IC50 in µM where a hit was titrated; hit rate 0.13% among 350,000; in the data active = a potency from the dose series; inconclusive = inhibition mostly from about 14% at the one dose, without a potency; inactive = the rest, 99 in 100 with inhibition below about 12%; note: strong numbers were not always called active
Numbers without * were called inactive; i = inactive; u = inconclusive; x = not tested or not shown.

Abbreviations – A = Salmonella PhoP GFP; B = H37Rv inhibition; C = H1N1 NS1A inhibition; D = M. tuberculosis; E = VEEV TC-83 Vero
Cc1ccc(S(=O)(=O)Nc2ccc(C(=O)NCc3ccccn3)cc2)cc1
  A = -6.5%; B = -4.0%; C = -4.5%; D = -1.2%; E = 2.7%

COc1ccc(OC)c(-c2nn(-c3ccccc3)cc2C(=O)NCC2CCCO2)c1 (stereo unspecified)
  A = -2.6%; B = -9.8%; C = -9.8%; D = -6.9%; E = 7.8%

Cc1sc2ncnc(Nc3ccc(N4CCOCC4)cc3)c2c1-c1ccccc1
  A = -5.7%; B = 0.0%; C = 15.6%; D = -0.1%; E = 7.8%

CCCc1cc(=O)n2[nH]cnc2n1
  A = -8.0%; B = -5.0%; C = -7.8%; D = 1.5%; E = 2.4%

COc1ccc(C(NC(=O)CN2CCCCCC2)c2ccc(OC)cc2)cc1
  A = -14.2%; B = -2.6%; C = 9.6%; D = 31.2%; E = i

CN1CCc2nc3ccc(F)cc3c(C(N)=O)c2C1
  A = 10.9%; B = 1.2%; C = -8.3%; D = 0.6%; E = 1.1%

Cc1ccc(S(=O)(=O)Nc2c(C)n(C)n(-c3ccccc3)c2=O)cc1C(=O)OC(C)C(=O)c1ccccc1 (stereo unspecified)
  A = x; B = x; C = -8.1%; D = x; E = i

O=C(O)CC/C(=N\Nc1ccc(S(=O)(=O)N2CCOCC2)cc1[N+](=O)[O-])c1cccs1
  A = 6.1%; B = -5.9%; C = 22.0%; D = 31.9%; E = 1.5%

Cc1ccc(C(=O)NCC(=O)Nc2cccc(C(F)(F)F)c2)cc1
  A = 7.0%; B = 11.0%; C = -5.0%; D = -8.5%; E = 0.0%

Cc1ccc(S(=O)(=O)NN2C(=O)c3ccccc3NC2c2cccc(O)c2)cc1 (stereo unspecified)
  A = 1.3%; B = -2.9%; C = x; D = 12.1%; E = 2.0%

O=C(COc1ccc(Br)cc1)N(Cc1ccccc1)c1ccccn1
  A = 12.3%; B = 5.7%; C = -4.8%; D = 18.8%; E = i

CC1C(c2ccccc2)OCCN1C (stereo unspecified)
  A = x; B = x; C = -10.6%; D = x; E = 2.3%

O=C(c1cccnc1)N1CCN(Cc2ccc3c(c2)OCO3)CC1
  A = 8.4%; B = -3.2%; C = -0.3%; D = -11.5%; E = 0.3%

Cc1ccc(S(=O)(=O)NC2(C(F)(F)F)NC(=O)N(C)C2=O)cc1 (stereo unspecified)
  A = 11.1%; B = 5.9%; C = -2.7%; D = -1.0%; E = 0.2%

COc1ccc(-c2nc(C#N)c(NC(C)c3ccccc3)o2)cc1OC (stereo unspecified)
  A = -4.7%; B = 20.2%; C = 8.8%; D = 28.1%; E = 9.0%

Cn1ccc(-c2ccccc2)c(C#N)c1=O
  A = -2.0%; B = -0.9%; C = -16.4%; D = -1.2%; E = 0.1%

O=S(=O)(c1ccccc1)N1CCCCC1c1cccnc1 (stereo unspecified)
  A = 7.7%; B = 5.9%; C = 9.2%; D = 7.8%; E = 0.1%

Cc1ccc2nc(SCC(=O)NC3CCCc4ccccc43)[nH]c2c1 (stereo unspecified)
  A = 5.9%; B = -4.4%; C = -7.7%; D = -3.0%; E = 10.7%

O=c1[nH]c(N2CCOCC2)nc2c1CCCC2
  A = -10.1%; B = 5.0%; C = 9.3%; D = -13.2%; E = 2.4%

CCc1nnc(NC(=O)C2CCCN2C(=O)Nc2ccccc2)s1 (stereo unspecified)
  A = 0.8%; B = -4.5%; C = -13.1%; D = -9.4%; E = i

CC(C)CCNC(=O)c1c(CSc2ccc(Cl)cc2)noc1C(=O)NCc1ccccc1
  A = -3.2%; B = -6.4%; C = -2.8%; D = 3.9%; E = 2.2%

O=C(NN1CCOCC1)c1ccc(Br)s1
  A = 7.2%; B = -7.5%; C = -4.7%; D = -7.5%; E = 1.3%

O=C(NC(=S)Nc1ncc(Br)cc1Br)c1cncc(Br)c1
  A = -6.0%; B = -4.9%; C = 4.1%; D = 11.6%; E = 4.3%

CCCN(CCC)S(=O)(=O)c1ccc2c(c1)CCCN2C(C)=O
  A = 5.6%; B = 1.5%; C = -4.8%; D = 6.0%; E = 0.1%

CCOc1ccc(C(=O)NCC(=O)NCC(c2ccccc2OC)N2CCCC2)cc1 (stereo unspecified)
  A = -4.3%; B = -1.8%; C = -5.5%; D = 27.1%; E = 0.1%

CC(NC(=O)C1CCCC1)c1ccc(Br)cc1 (stereo unspecified)
  A = 1.6%; B = 5.2%; C = -6.9%; D = 61.9%; E = 2.4%

CC(C)(C)C1CCCCC1NC(=O)c1ccncc1 (stereo unspecified)
  A = -2.1%; B = -6.2%; C = -12.5%; D = 1.2%; E = i

CN(C)S(=O)(=O)N1CCN(C(=O)N2CCCCC2)CC1
  A = 2.6%; B = -8.7%; C = 7.8%; D = -1.2%; E = i

Cc1cc(NC(=O)CCC(=O)N(c2ccccc2)C(C(=O)NC(C)(C)C)c2ccccc2Cl)no1 (stereo unspecified)
  A = 9.9%; B = -3.7%; C = 5.2%; D = 62.0%; E = 0.5%

O=C(O)CC(Cc1ccccc1)C(=O)NCC12CC3CC(CC(C3)C1)C2 (stereo unspecified)
  A = -2.9%; B = -1.5%; C = -3.8%; D = -6.1%; E = 0.1%

O=C(Cc1ccccc1)N[C@H](c1ccccc1)P(=O)(O)CO
  A = -3.4%; B = -7.5%; C = -11.8%; D = -4.1%; E = 1.9%

O=C(/C=C/c1ccc([N+](=O)[O-])cc1)NCCOc1ccc(F)cc1
  A = -4.5%; B = -1.9%; C = -1.7%; D = 20.9%; E = 0.2%

CC(C)(C)c1cc(C(=O)N/N=C/c2ccccn2)n[nH]1
  A = 5.4%; B = 7.3%; C = -20.2%; D = -17.9%; E = 1.0%

Cc1ccc(Nc2nc(-c3ccncc3)nc3ccccc23)cc1
  A = -8.8%; B = 12.6%; C = x; D = -0.4%; E = i

CCOC(=O)Cn1cnc2sc3c(c2c1=O)CCC3
  A = -8.0%; B = -3.5%; C = 3.7%; D = 2.9%; E = 3.8%

CC(=O)c1ccc(OCCCC(=O)Nc2ccc3c(c2)OCCO3)cc1
  A = x; B = -2.5%; C = 3.4%; D = 61.6%; E = 0.5%

c1ccc(-[n+]2nc(Nc3cccc4ccccc34)sc2-c2c3ccccc3cc3ccccc23)cc1
  A = 16.6%; B = u; C = 20.9%; D = u; E = i

O=C(O)COc1ccccc1/C=N/NC(=O)c1ccc(F)cc1
  A = 3.3%; B = -3.1%; C = 5.5%; D = 22.6%; E = i

O=C(c1c(F)cccc1F)N1CCN(c2ccccc2F)CC1
  A = 4.6%; B = 4.9%; C = 5.2%; D = -11.8%; E = i

OC(COc1ccccc1)CN1CCCC1 (stereo unspecified)
  A = -3.8%; B = 1.9%; C = -5.6%; D = -10.7%; E = 0.9%

O=C(N[C@@H](Cc1ccccc1)C(=O)N1CCN(S(=O)(=O)c2ccc(F)cc2)CC1)c1ccco1
  A = x; B = x; C = -7.5%; D = x; E = 1.9%

[O-][N+]12CCN(CC1)c1ccccc12
  A = -14.1%; B = 1.5%; C = -5.4%; D = -5.9%; E = 0.6%

Cn1cnc2c(cnn2C)c1=O
  A = x; B = x; C = -3.4%; D = x; E = 1.0%

O=C1c2cccc3c([N+](=O)[O-])ccc(c23)C(=O)N1O
  A = -92.5%; B = 8.11µM*; C = -7.5%; D = u; E = 4.7%

O=C(NCCCN1CCCC1)C1CCC(=O)N1C1CCCCC1 (stereo unspecified)
  A = -13.0%; B = -4.6%; C = 8.8%; D = -13.9%; E = 0.5%

Fetched by compound from the list above, three records:
Abbreviations – A = Salmonella PhoP GFP; B = H37Rv inhibition; C = H1N1 NS1A inhibition; D = M. tuberculosis; E = VEEV TC-83 Vero
CC(=O)c1ccc(OCCCC(=O)Nc2ccc3c(c2)OCCO3)cc1
  A = x; B = -2.5%; C = 3.4%; D = 61.6%; E = 0.5%

CC(C)(C)c1cc(C(=O)N/N=C/c2ccccn2)n[nH]1
  A = 5.4%; B = 7.3%; C = -20.2%; D = -17.9%; E = 1.0%

O=C(Cc1ccccc1)N[C@H](c1ccccc1)P(=O)(O)CO
  A = -3.4%; B = -7.5%; C = -11.8%; D = -4.1%; E = 1.9%

New compounds follow.
Abbreviations – A = Salmonella PhoP GFP; B = H37Rv inhibition; C = H1N1 NS1A inhibition; D = M. tuberculosis; E = VEEV TC-83 Vero
Cc1ccc2c3c([nH]c2c1C)-c1nonc1CC3
  A = 2.7%; B = 2.0%; C = 5.6%; D = -2.1%; E = 0.2%

COc1ccc(OC)c(S(=O)(=O)Nc2cc3c4c(c2)CCC(=O)N4CCC3)c1
  A = 0.1%; B = -8.7%; C = -1.9%; D = -14.5%; E = 5.3%

O=C(N/N=C/C1=Cc2ccccc2OC1)c1ccncc1
  A = 2.6%; B = u; C = x; D = 51.5%; E = i

O=C(CSc1nnc(CNC(=O)c2cccs2)o1)Nc1ccccc1
  A = -0.6%; B = -8.8%; C = -0.2%; D = 14.2%; E = 0.1%

CCCS(=O)(=O)N1CCCC(C(=O)NCCCN(C)c2ccccc2)C1 (stereo unspecified)
  A = -6.3%; B = -4.0%; C = -1.6%; D = -7.1%; E = 0.9%

O=C(Nc1ccc(Cl)c([N+](=O)[O-])c1)c1cnccn1
  A = 7.9%; B = 8.1%; C = 23.7%; D = 35.2%; E = 0.3%

CCc1ccc(S(=O)(=O)Nc2cc(SCC(=O)O)c(O)c3ccccc23)cc1
  A = 4.3%; B = -4.4%; C = -1.9%; D = u; E = 5.4%

COC(=O)c1cc(N2C(=O)C3C(C2=O)C2(C)C=CC3(C)O2)ccc1Cl (stereo unspecified)
  A = 0.3%; B = -1.3%; C = x; D = 4.5%; E = x

CCc1nnc(NS(=O)(=O)c2ccc(NC(=O)c3ccccc3OC)cc2)s1
  A = -9.1%; B = 2.3%; C = 5.0%; D = 13.0%; E = 1.9%

CCn1nc(C(=O)NCCc2ccc(S(N)(=O)=O)cc2)c2ccccc2c1=O
  A = -6.0%; B = -5.4%; C = 1.6%; D = -9.3%; E = 4.3%

CC(C)C(=O)NCCn1ccc2ccccc21
  A = -0.9%; B = -7.1%; C = -1.5%; D = -0.8%; E = i

C=CCn1c(N)c(C(=O)OCCC)c2nc3ccccc3nc21
  A = 0.5%; B = -4.2%; C = -14.7%; D = 15.7%; E = 10.8%

CSc1nccn1C(=O)c1ccccc1[N+](=O)[O-]
  A = 2.3%; B = -2.5%; C = -12.2%; D = -12.0%; E = 0.2%

C/C(=N\NC(=O)C1CC1(c1ccccc1)c1ccccc1)c1cccc([N+](=O)[O-])c1 (stereo unspecified)
  A = -2.0%; B = 4.0%; C = 12.5%; D = 5.6%; E = i

CCN1C(=O)CS/C1=N\S(=O)(=O)c1ccc(C)cc1
  A = 11.1%; B = -8.2%; C = 7.2%; D = 1.9%; E = 0.9%

O=C(C1CCN(S(=O)(=O)N2CCOCC2)CC1)N1CCN(c2ccccc2)CC1
  A = -0.2%; B = -10.6%; C = -22.5%; D = -4.5%; E = i

Cc1ccc2c(c1)N(CCC(=O)NC1CCCCC1)C(=O)CO2
  A = -12.9%; B = 5.1%; C = -11.1%; D = -12.8%; E = 0.5%

CCOC(=O)c1cccc(COC(=O)c2cccc(-c3nnc(-c4ccccc4)o3)c2)c1
  A = -2.1%; B = 4.3%; C = -4.3%; D = 18.4%; E = 3.5%

COc1ccc(OC)c(C2=NS(=O)(=O)N(C)C(C(=O)Nc3ccc(C(C)=O)cc3)=C2)c1
  A = 0.9%; B = 4.9%; C = 8.6%; D = 6.0%; E = 2.8%

CC(/C=C/c1ccccc1)=N\NC(=O)CNC(=O)c1ccccc1Cl
  A = -5.2%; B = 1.5%; C = 14.4%; D = 7.3%; E = i

Cc1ccc(C(=O)NNC(=O)C2CCN(S(=O)(=O)c3ccc(Cl)cc3)CC2)cc1
  A = -4.8%; B = 7.2%; C = 18.7%; D = -7.6%; E = i

CC(=O)c1ccc(NC(=S)N2CCC(O)CC2)cc1
  A = 3.1%; B = 8.8%; C = 1.5%; D = -6.9%; E = i

COC(=O)c1ccc(CSc2nnc(CNC(=O)c3cccs3)o2)o1
  A = -7.7%; B = -5.6%; C = -5.4%; D = 7.1%; E = 0.7%

Oc1cccc(/C=N\Nc2nncc(-c3ccccc3)n2)c1
  A = 6.1%; B = 2.8%; C = 7.7%; D = -5.0%; E = 9.1%

CC(C)C[C@@H](CN(N=O)[C@@H](Cc1ccccc1)CN(C)N=O)N(CCc1ccccc1)N=O
  A = 3.9%; B = -6.3%; C = 1.0%; D = 1.8%; E = i
